GPR151 activ: activators of human GPR151, primary screen, cell-based, PathHunter beta-arrestin, luminescence; G-protein coupled receptor 151 (Homo sapiens), Q8TDV0; PathHunter beta-arrestin GPR151 cells; activation, % at 11.2 µM; hit rate 1% among 650,000; AID 1508602, 2020; in the data active = activation above about 4.9%;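 note: 0% = median of compound wells and 100% = cells with positive control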
Target sequence (Q8TDV0 whole entry, looked up): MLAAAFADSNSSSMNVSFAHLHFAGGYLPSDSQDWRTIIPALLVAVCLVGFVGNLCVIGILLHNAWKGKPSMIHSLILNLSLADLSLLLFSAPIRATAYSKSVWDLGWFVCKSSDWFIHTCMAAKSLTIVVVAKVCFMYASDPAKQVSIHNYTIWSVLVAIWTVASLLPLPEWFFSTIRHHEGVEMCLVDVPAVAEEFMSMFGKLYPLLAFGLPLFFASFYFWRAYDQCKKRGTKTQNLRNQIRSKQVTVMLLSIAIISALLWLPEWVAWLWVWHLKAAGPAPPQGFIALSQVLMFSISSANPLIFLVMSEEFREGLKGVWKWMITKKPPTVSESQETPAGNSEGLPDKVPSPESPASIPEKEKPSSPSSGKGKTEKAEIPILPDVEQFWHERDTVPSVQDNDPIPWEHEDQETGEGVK
TEAD-YAP inh: TEAD-YAP interaction inhibition, primary screen, TEAD-YAP interaction inhibitor project, luminescence, HEK-TIYL cells; TEAD-Gal4/YAP UAS-luciferase luminescence; inhibition, % at 9.12 µM; hit rate 1.4% among 640,000; in the data active = inhibition above about 32%;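 note: 0% = median of test compound wells and 100% = reference inhibitor wells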
MITF primary: MITF inhibitors, primary screen, biochemical, AlphaScreen, human. AlphaScreen MITF homodimerization, bead proximity signal. inhibition, % at 2.6 µM. hit rate 0.91% among 650,000; in the data active = inhibition above about 50%;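 note: 0% = vehicle wells with protein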
Target sequence (O75030 whole entry, looked up): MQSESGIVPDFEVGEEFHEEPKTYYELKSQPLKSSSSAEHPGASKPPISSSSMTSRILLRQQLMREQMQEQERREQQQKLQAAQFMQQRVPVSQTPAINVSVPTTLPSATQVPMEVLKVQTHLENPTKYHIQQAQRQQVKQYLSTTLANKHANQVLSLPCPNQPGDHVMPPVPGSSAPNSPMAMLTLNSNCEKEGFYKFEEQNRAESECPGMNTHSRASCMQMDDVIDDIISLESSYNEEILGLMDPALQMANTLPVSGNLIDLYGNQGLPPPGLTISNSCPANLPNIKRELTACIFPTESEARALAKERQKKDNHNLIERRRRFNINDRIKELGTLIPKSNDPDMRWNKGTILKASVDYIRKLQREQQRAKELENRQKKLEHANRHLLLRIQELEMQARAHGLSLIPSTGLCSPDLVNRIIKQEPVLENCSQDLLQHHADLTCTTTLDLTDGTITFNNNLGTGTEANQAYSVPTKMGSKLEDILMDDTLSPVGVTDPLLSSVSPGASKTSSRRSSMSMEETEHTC
FBW7 activator: FBW7 E3 ligase activators, primary screen, biochemical, AlphaScreen, human. F-box/WD repeat-containing protein 7 (Homo sapiens), Q969H0. AlphaScreen FBW7–phospho-cyclin E peptide binding, activator screen. normalized activity (activation), % at 26.1 µM. hit rate 0.13% among 650,000; in the data active = normalized activity above about 1.9%;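 note: purified mutant Fbw7 with reduced substrate affinity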
Active calls of the source: *.

Values run as follows: GPR151 activ, TEAD-YAP inh, MITF primary, FBW7 activator
- Cc1cc(Br)ccc1NS(=O)(=O)c1cnc[nH]1
    0.0, -2, -5, -0.1
- CC(C)(C)c1ccc(C(=O)Nc2cc(C(=O)N3CC=C(c4ccccc4)CC3)ccc2N2CC3CC(C2)c2cccc(=O)n2C3)cc1 (stereo not given)
    0.1, -8, -3, -0.2
- COc1cccc(C(=O)Nc2nnc(C(C)C)s2)c1
    -3.2, -6, 3, 0.0
- CCc1c(C(=O)NCc2cccs2)[nH]c(C)c1C(C)=O
    0.7, 1, 5, 0.0
- CCC(=O)Nc1nnc(SCC(=O)NCc2ccc(OC)cc2)s1
    -0.5, 5, -6, -0.1
- COc1ccc(C(CC(=O)O)NC(=O)c2ccco2)cc1OC (stereo not given)
    1.0, 2, 3, 0.0
- CCOC(=O)C1=C(C)N=c2s/c(=C/c3cc(Br)c(Br)o3)c(=O)n2C1c1ccc(OC)c(OCC)c1 (stereo not given)
    -0.1, -3, -9, -0.1
- CC(C)(CO)NC(=O)C12CC3CC(CC(Cl)(C3)C1)C2
    -0.1, 5, 6, -0.1
- CC(=O)c1cc(CN2CCc3ccc(NC(=O)C4CCCO4)cc3C2)cs1 (stereo not given)
    -0.2, 3, 11, 0.1
- Cc1ccc(NS(=O)(=O)c2ccc3c4c(cccc24)C(=O)N3)cc1C
    2.1, 13, 2, -0.2
- O=C(COc1ccccc1)Nc1ncc2c(n1)CCCC2=O
    0.2, 9, 0, 0.2
- O=C1c2ccccc2-c2onc3c(Sc4ccccc4)cc(Sc4ccccc4)c1c23
    0.2, 2, 4, -0.1
- COc1cc(C(=O)c2ccccc2Cl)c([N+](=O)[O-])cc1OC
    -1.6, -3, 16, 0.2
- O=S(=O)(Nc1cccc(N2CCC(NCc3ccncc3)CC2)c1)c1ccc(F)cc1
    -1.4, 0, 3, -0.3
- COc1ccc(-c2nc(Nc3ccccc3)c3ncn(-c4ccsc4)c3n2)cn1
    -2.4, 0, 16, 0.3
- COc1ccc(C(=O)Nc2ccc(N3CCN(S(C)(=O)=O)CC3)cc2)cc1
    0.4, 5, -1, -0.1
- COc1cc(/C=C/c2cc(OC(C)=O)c3ccccc3n2)c(OC(C)=O)c([N+](=O)[O-])c1
    0.6, 3, 19, 0.1
- O=C(NC1CCN(Cc2ccccc2)CC1)c1ccc(CNc2nc(=S)[nH]c3ccccc23)cc1
    2.1, 2, -2, -0.3
- Cn1c(Nc2nc(Nc3ccccc3)c3ncn(-c4ccsc4)c3n2)nc2ccccc21
    -0.3, -9, 11, -0.1
- COc1ccc(NC(=O)c2cccc(N3C(=O)C4C5C=CC(C6CC56)C4C3=O)c2)c(OC)c1 (stereo not given)
    -0.7, -1, 5, -0.4
- CCOC(=O)c1ccc(S(=O)(=O)N2CCN(C3CCC(C)CC3)CC2)cc1 (stereo not given)
    0.6, 7, 10, -0.1
- CCCNC(=O)CSc1nc2ccccc2n1CC(=O)NC1CCCC1
    7.8*, -8, -27, 0.1
- CCCCOC(=O)C1=C(C)NC2=C(C(=O)CCC2)C1c1cccc(O)c1 (stereo not given)
    1.4, 13, 6, 0.0
- c1cc(-n2cnnn2)ccc1-n1cnnn1
    2.3, 5, -7, 0.1
- COc1ccc(N(CC(=O)NCCSCc2ccco2)S(C)(=O)=O)cc1
    -0.6, -7, -5, 0.1
- CC12c3ccccc3C(c3ccccc31)C1C(=O)N(CCO)C(=O)C12 (stereo not given)
    1.7, -3, -3, -0.2
- O=C(CSc1ncnc2sccc12)NNC(=O)c1cccs1
    -0.7, 3, 8, -0.1
- O=C(Nc1cc([N+](=O)[O-])ccc1Cl)c1ccc(Br)cc1
    0.3, -15, -4, -0.2
- Cc1cccc(NC(=O)CN(c2ccccc2Br)S(C)(=O)=O)c1C
    0.7, -8, 15, 0.0
- C/C(=N\Nc1nc2ccccc2o1)c1ccc(OC(F)F)cc1
    -1.5, -42, 11, 0.1

Rewritten field by field: part of the list above.
CCOC(=O)c1ccc(S(=O)(=O)N2CCN(C3CCC(C)CC3)CC2)cc1 (stereo not given)
  GPR151 activ: 0.6	TEAD-YAP inh: 7	MITF primary: 10	FBW7 activator: -0.1
CCCNC(=O)CSc1nc2ccccc2n1CC(=O)NC1CCCC1
  GPR151 activ: 7.8*	TEAD-YAP inh: -8	MITF primary: -27	FBW7 activator: 0.1
CCCCOC(=O)C1=C(C)NC2=C(C(=O)CCC2)C1c1cccc(O)c1 (stereo not given)
  GPR151 activ: 1.4	TEAD-YAP inh: 13	MITF primary: 6	FBW7 activator: 0.0

The listing continues.
Values run as follows: GPR151 activ, TEAD-YAP inh, MITF primary, FBW7 activator
- COc1ccc(C)cc1NC(=O)CS(=O)(=O)c1ccccc1
    4.5, -2, -2, -0.2
- COc1cc(Cl)c(S(=O)(=O)N2CCN(c3ccccc3)CC2)cc1Cl
    4.7, 6, -1, 0.0
- Cc1ccc(C)c(-n2c(CNC(=O)c3ccco3)nnc2SCC(=O)Nc2nc3ccccc3s2)c1
    -1.7, -16, 1, 0.1
- O=C(CN1CCN(S(=O)(=O)c2ccc(F)cc2)CC1)Nc1ccc2c(c1)OCO2
    0.4, -2, 24, 0.1
- COc1ccc(OC)c([C@@H]2C[C@H](C(=O)Nc3cccc(O)c3)N(C)S(=O)(=O)N2)c1
    -0.4, 6, 5, 0.1
- CNc1nc2ccc(C)cn2c(=O)c1C=Nc1cccc(Cl)c1
    2.5, 10, 16, 0.0
- CC(C)c1ccc(/C=N/N=C(\N)c2nonc2N)cc1
    -3.5, -22, 1, 0.1
- O=C(Nc1ccc2nsnc2c1)c1ccccc1
    -4.5, -43, 2, 0.0
- COc1cc(CCC(=O)OCC(=O)Nc2ccc(C(N)=O)cc2)cc(OC)c1OC
    0.6, 7, 4, 0.1
- O=C(Nc1c(C(=O)NC2CCCCC2)cnn1-c1ccccc1)c1ccccc1
    2.1, 0, -4, 0.0
- CC(C)N(C(=O)CO[C@@H]1[C@H]2OC3(CCCCC3)O[C@H]2O[C@@H]1C1COC2(CCCCC2)O1)c1ccccc1 (stereo not given in full)
    0.0, 2, 2, -0.2
- CC1(C)CC(NC(=O)C(F)(F)F)CC(C)(CNC(=O)C(F)(F)F)C1 (stereo not given)
    0.3, 3, 13, 0.1
- CCOC(=O)c1cc(-c2ccccc2)n(CC(=O)O)c1C
    -0.2, -2, -12, -0.2
- CCNC(=O)N1CCC(C(=O)NC(c2ccccc2)c2ccccn2)CC1 (stereo not given)
    -0.5, 1, -8, -0.1
- Cc1cc(Nc2ccc(O)c(C(=O)O)c2)n2ncnc2n1
    1.3, 0, 12, 0.1
- CC(C)Oc1cccc2c1CCN(Cc1ccccc1F)C2=O
    -0.9, -7, -7, -0.1
- O=C(CCC1CCCCC1)Nc1cc(C(=O)O)cc(C(=O)O)c1
    0.1, 1, -8, 0.0
- O=C(CCc1nnc(-c2ccc3c(c2)OCO3)o1)NC(c1ccccn1)C(F)(F)F (stereo not given)
    -0.4, -2, 2, -0.1
- O=C(c1ccco1)N1CCNCC1
    0.3, 9, 13, 0.2
- CCCCOc1ccc(C(=O)NCCNc2ccc(C)nn2)cc1
    2.9, -1, -9, 0.1
- COC(=O)COc1ccc(S(=O)(=O)NCc2ccc(OC)cc2)cc1
    0.5, -1, 1, 0.0
- O=S(CC(O)COCc1ccc(Cl)cc1)c1ncn[nH]1 (stereo not given)
    -0.4, 3, 12, 0.3
- Cc1cc(OCC(=O)Nc2ccc(O)c(-c3nc4ccccc4s3)c2)ccc1Cl
    -0.2, -11, -5, -0.1
- COc1cc(C2C3=C(CCCC3=O)OC3=C2C(=O)CCC3)ccc1OCC#N
    0.8, 2, -1, -0.1
- O=C1OC(c2ccc(Cl)cc2)=C/C1=C\c1ccco1
    0.1, -9, 53*, -0.5
- COc1ccc(/C=C/C(=O)Nc2cc(Cl)ccc2Cl)cc1
    -0.5, -43, -23, 0.1
- CC(C)(C)CC(=O)NCCN1CCn2cc(OCc3ccccc3)c(=O)cc2C1=O
    -0.9, -9, 16, 0.0
- COc1ccc(/C=C(/NC(=O)c2ccccc2)C(=O)N2CCOCC2)cc1
    1.2, 1, -11, 0.1
- CCOc1ccc(N2C(=O)c3ccc(C(=O)OCC(=O)c4cccc([N+](=O)[O-])c4)cc3C2=O)cc1
    -0.1, 4, -6, -0.1
- COc1ccc(C(=O)N/N=C2/SCC(=O)N2Cc2cccs2)c(OC)c1
    2.2, -8, 1, -0.1
- C=C(C)C(=O)Nc1cccnc1Oc1ccc(F)cc1F
    2.3, -2, -10, -0.1
- CCOc1ccc(Cc2nnc(SCC(=O)c3ccc(OC)cc3)o2)cc1
    -0.5, -1, 2, -0.1
- Cc1cccc(-n2ncc3c(=O)[nH]c(-n4nc(C)cc4NC(=O)C4CCCC4)nc32)c1
    -0.5, 8, 0, 0.0
- COc1ccc2cc(C(=O)C3CCCN(C(=O)Cn4ccnc4)C3)ccc2c1 (stereo not given)
    -0.6, 12, 7, 0.4
- COc1ccc(CNC(=O)Cn2nc(C(F)(F)F)c(Br)c2C)cc1
    -1.1, 9, 1, 0.0
- CCS(=O)(=O)N1CCN(Cc2cc(Br)ccc2O)CC1
    -0.3, 1, 54*, -0.1
- CC(NC(=O)c1ccc(Br)cc1)c1ccccc1 (stereo not given)
    -1.3, 1, -9, -0.2
- O=C(Nc1cccc2ccccc12)C1CCC(Cn2c(=S)[nH]c3ccccc3c2=O)CC1 (stereo not given)
    0.0, -2, -3, -0.1
- COc1ccccc1N1CCN(C(=O)c2noc(C(C)C)c2[N+](=O)[O-])CC1
    0.5, 11, -5, 0.1
- N#Cc1sc(NCc2cccc(Cl)c2)nc1Cl
    1.8, -10, -8, 0.2
- COc1ccc(C(=O)NNC(=O)C(=O)NC(C)c2ccccc2)cc1OC (stereo not given)
    0.5, -1, 13, 0.3
- CC[n+]1c(C)n(CCCn2c(C)[n+](CC)c3ccc(Cl)cc32)c2cc(Cl)ccc21
    -0.3, -5, 2, 0.1
- C[C@@H]1NC(=O)[C@@H]2C[C@H](NC(=O)Nc3cccc4ccccc34)CN2C1=O
    2.1, 10, 20, 0.7
- COc1cccc(CN2CCN3C(=O)[C@H](CC(C)C)NC(=O)[C@H]3C2)c1
    -1.9, 11, 22, 0.4
- CCCCCCCC(=O)Nc1ccc(C(=O)O)cc1
    -1.0, -3, 1, 0.0
- O=C(Nc1cccc(-n2cccn2)c1)C1CCCN(C2Cc3ccccc3C2)C1 (stereo not given)
    -0.4, -2, -4, 0.5
- CC1CCC(C(C)C)C(OC(=O)Cn2c(-c3ccc(Cl)cc3)[n+](C)c3ccccc32)C1 (stereo not given)
    3.7, 45*, -3, -0.1
- Cn1c(=O)c2cc(NCc3ccccc3)nnc2n(C)c1=O
    0.4, 3, 0, -0.1
- Cc1c(C(N)=O)sc2ncn(CC(=O)N3CCC(C)CC3)c(=O)c12
    1.0, -7, -4, -0.1
- Cc1ccc(CN(Cc2cccnc2)C(=S)Nc2ccc(Cl)c(C)c2)cc1
    -0.9, -5, -21, -0.3
- Cc1ccc(C(=O)N(Cc2cccnc2)Cc2cc3cc(C)ccc3n3nnnc23)cc1
    0.1, 2, 7, -0.1
- O=C(CSc1ccccc1)Nc1ccnc2cc(-c3ccccc3)nn12
    0.7, -10, 8, -0.1
- O=C(NS(=O)(=O)c1cccc([N+](=O)[O-])c1)c1ccccc1
    0.2, 7, 14, 0.0
- O=C(CN1CCN(Cc2ccccc2)C1=O)NCc1ccc2c(c1)OCO2
    0.5, -6, 5, 0.3
- Cc1csc(-c2ccc(C(=O)NCc3nc(-c4ccncc4)n[nH]3)s2)n1
    -1.7, 0, 15, 0.6
- CCN1CCN(C(=O)CCCNC(=O)Cn2cnc3sc4c(c3c2=O)CCCC4)CC1
    -0.2, 3, 8, 0.1
- CCOC(=O)c1ccc(NC(c2ccc(O)cc2O)P(=O)(OCC)OCC)cc1 (stereo not given)
    -1.2, -7, 52*, 0.7
- O=C(Nc1cccc(O)c1)c1cc(-c2ccco2)nc2ccccc12
    -0.1, 4, 36, -0.2
- COc1cc(/C=C/C(=O)Nc2ccccc2Br)cc(OC)c1OC
    -1.0, -8, 2, 0.0
- COC(=O)c1ccc(CN2CCN(C3Cc4ccccc4C3)CCC2=O)cc1
    3.4, -4, 8, -0.2

(further entries)
Values run as follows: GPR151 activ, TEAD-YAP inh, MITF primary, FBW7 activator
- O=C1CN(C(=O)c2ccc3c(c2)OCO3)C(c2ccccc2)c2cc(Cl)ccc2N1 (stereo not given)
    -0.2, -4, 0, -0.1
- CC(=O)Nc1ccc2nc(NC(=O)CCSc3ccc(F)cc3)sc2c1
    -1.4, 1, 10, 0.8
- Cc1nnc(NN=C(Cc2ccccc2)Cc2ccccc2)[nH]c1=O
    2.2, 1, 29, 0.3
- CC(C)Cn1cc(C(=O)N2CCOCC2)c2c3ccccc3n(C)c2c1=O
    0.4, 2, 8, 0.0
- O=C(Nc1cccc(-c2ccn[nH]2)c1)C1CCN(C2CCSCC2)CC1
    -1.1, 9, 1, 0.0
- Cc1cc(NC2CC2)nc(-c2c(C)nn(C)c2C)n1
    0.0, -4, 10, -0.1
- COc1ccccc1NC(=O)Nc1nnc(N(C)Cc2ccccc2)s1
    2.5, -1, 5, -0.2
- Fc1ccccc1Cn1c(COc2ccccc2)nc2ccccc21
    1.6, -22, 4, 0.7

For reference, part of the list above:
Values run as follows: GPR151 activ, TEAD-YAP inh, MITF primary, FBW7 activator
- Cc1cc(NC2CC2)nc(-c2c(C)nn(C)c2C)n1
    0.0, -4, 10, -0.1
- COc1ccccc1NC(=O)Nc1nnc(N(C)Cc2ccccc2)s1
    2.5, -1, 5, -0.2
- Fc1ccccc1Cn1c(COc2ccccc2)nc2ccccc21
    1.6, -22, 4, 0.7

From PubChem
